PGC1a acetyl inh: inhibitors of PGC1a acetylation signal, primary screen, cell-based, U2OS, AlphaScreen, inhibitor mode. AlphaScreen anti-acetyl-lysine; with virally co-expressed GCN5 acetyltransferase. inhibition, % at 15.6 µM. hit rate 0.17% among 350,000. AID 651687, 2012;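 active means every replicate shows inhibition of at least 40%; inconclusive means mean inhibition at least 40% but some replicate below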;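 further: 0% = neutral control wells and 100% = positive control wells; some results beyond the cut were filed as inactive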
PglD inh: C. jejuni PglD acetyltransferase inhibitors, primary screen, biochemical, DTNB colorimetric, single point; UDP-N-acetylbacillosamine N-acetyltransferase PglD (Campylobacter jejuni); purified PglD enzyme, DTNB colorimetric CoA detection; inhibition, % at 12.5 µM; hit rate 0.098% among 360,000; AID 602405, 2012; in the data active means inhibition above about 16%, passing the limit was not always enough; inconclusive means no clear call, values can overlap the other calls; further: strong numbers were not always called active
RAD54 branch: inhibitors of human RAD54 branch migration, primary screen, biochemical, fluorescence, single point | RAD54 Holliday junction branch migration, FAM/BHQ fluorescence | hit rate 0.14% among 360,000 | inhibition, % at 10.4 µM | DNA repair and recombination protein RAD54-like (Homo sapiens), Q92698;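 active means mean normalized replicate activity at least 40 and at least half of replicates scoring 40 or more; inconclusive means only one of the two criteria met; inactive means mean below 40 and under half of replicates reaching 40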;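 further: 0% = median of neutral control wells and 100% = median of positive control wells; inhibitors cause a drop in the FAM fluorescence signal; in these data hits start at about 50%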
miR122 inh: miR-122 Renilla sensor signal increase in Huh7, primary screen, miR-122 inhibitor project, cell-based, single point, plate reader. Huh7 miR-122 Renilla luciferase sensor, 48 h; neutral wells = 0, positive control = 100. activation (reporter increase), % at 12.5 µM. hit rate 0.3% among 340,000. AID 602342, 2012;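 active means mean replicate activation score at least 90 and every replicate individually at or above 90; inconclusive means only one of the two criteria met; inactive means neither criterion met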;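 further: higher luciferase means less miR-122 activity so hits act as miR-122 inhibitors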
RAD52 inh: RAD52 DNA annealing inhibitors, primary screen, biochemical, FRET, single point, set 2; DNA repair protein RAD52 homolog (Homo sapiens), P43351; recombinant RAD52 DNA annealing, FRET fluorescence; inhibition, % at 18.7 µM; hit rate 0.46% among 360,000;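 active means every replicate showing at least 50% inhibition; inconclusive means mean inhibition at least 50% but not in every replicate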
Cneo AK release: Cryptococcus neoformans cell lysis inducers, primary screen, AK release luminescence, single concentration | C. neoformans lysis, adenylate kinase release luminescence, 4 h; normalised: neutral wells 0, clomiphene wells 100 | lysis activity, % at 15 µM | hit rate 0.2% among 360,000;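 active means mean lysis activity across replicates of at least 80%, whatever share of replicates individually reach that level; inactive means mean lysis activity below 80%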
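Assay system: Cryptococcus neoformans yeast cells / Dosing: single-point compound dose / Timing: 4 h at 37 °C static, read 1 h later / Measured by: luminescence of released adenylate kinase using an AK detection reagent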
E-sel inducer: E-selectin induction in HUVECs, primary screen, imaging, HUVEC, immunofluorescence imaging, single point | activation, % at 7.58 µM | AID 686992, 2013 | P16581 | normalized: neutral wells 0, TNF-alpha wells 100 | hit rate 0.37% among 260,000;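 active means mean E-selectin-positive cell signal at least 10% of the positive control, reached in at least 60% of replicates, without over 20% cell loss; inconclusive means no rule given, readout overlaps actives, possibly toxicity-flagged; inactive means the rest, including those meeting only one limit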;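 further: in these data hits start at about 27%; measured in HUVEC primary endothelial cells; signal is the percent of cells scored E-selectin positive by PE staining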
Target sequence (P16581 whole entry, looked up): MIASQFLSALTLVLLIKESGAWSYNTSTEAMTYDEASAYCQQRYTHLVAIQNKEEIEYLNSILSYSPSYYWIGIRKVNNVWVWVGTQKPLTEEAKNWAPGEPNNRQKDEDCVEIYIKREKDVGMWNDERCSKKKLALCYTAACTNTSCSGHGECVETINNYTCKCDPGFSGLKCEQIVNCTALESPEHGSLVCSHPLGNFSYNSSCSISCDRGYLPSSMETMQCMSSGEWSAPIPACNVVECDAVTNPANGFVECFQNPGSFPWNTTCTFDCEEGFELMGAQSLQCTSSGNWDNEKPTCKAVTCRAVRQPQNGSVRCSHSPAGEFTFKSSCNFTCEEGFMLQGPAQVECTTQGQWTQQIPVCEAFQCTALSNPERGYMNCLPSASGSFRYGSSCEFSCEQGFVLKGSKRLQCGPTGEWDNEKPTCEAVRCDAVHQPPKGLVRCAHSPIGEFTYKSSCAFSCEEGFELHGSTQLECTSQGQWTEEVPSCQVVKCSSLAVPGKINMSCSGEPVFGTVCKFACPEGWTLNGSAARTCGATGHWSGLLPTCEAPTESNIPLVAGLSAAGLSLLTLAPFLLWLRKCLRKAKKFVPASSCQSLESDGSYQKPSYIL
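Read-out basis: % PE-positive cells; Test system: HUVEC primary endothelial cells; Technique: immunofluorescence imaging; Dosing: single-point compound dose.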
ERAP1 HTS inh: human ERAP1 aminopeptidase inhibitors, primary screen, biochemical, single point, plate reader; Endoplasmic reticulum aminopeptidase 1 (Homo sapiens), Q9NZ08; recombinant ERAP1, Leu-AMC fluorescence, 60 min; inhibition, % at 10.7 µM; hit rate 0.15% among 340,000;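 active means mean replicate inhibition of at least 30%, or all replicates individually reaching that 30% level; inactive means mean below 30% and not every replicate reaching it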;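 further: 0% = neutral control wells and 100% = L-leucinethiol positive control wells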
Active calls of the source: *; ? = inconclusive; . = no result given; [ ] = remark or other dose.

SMILES	PGC1a acetyl inh	PglD inh	RAD54 branch	miR122 inh	RAD52 inh	Cneo AK release	E-sel inducer	ERAP1 HTS inh
Cc1cccc(NC(=O)CS(=O)(=O)c2c[nH]c3ccccc23)c1C	3	4	4	-7	.	-2	.	.
C[C@H](CO)N1C[C@H](C)[C@@H](CN(C)C(=O)C2CCCCC2)OCCCC[C@H](C)Oc2ccc(NC(=O)Nc3ccc(C(F)(F)F)cc3)cc2C1=O	24	-5	-8	-16[16.7 µM]	-9	1	0.2	2
Clc1ccc(-c2nnc(-c3ccco3)o2)cc1	-3	-3	12	-8	.	-4	.	.
O=C(NCc1ccc(-c2nc3ccccc3s2)cc1)c1ccco1	-10	-20	4	0	-4	-2	-0.3	-2
CCOc1ccc2[nH]c(=O)c(CN(CC3COCCO3)C(=O)c3ccc(C)cc3)cc2c1 (configuration not stated)	.	-11	1	-7	-12	-2	5.2	.
O=C(Nc1ccc(Sc2ccc(Br)cc2)cc1)c1ccco1	-5	20*	2	13	.	-4	.	.
COC(=O)COc1ccc2c(c1)O/C(=C\c1cccc([N+](=O)[O-])c1)C2=O	-4	-7	-16	-4	-21	2	0.0	-1
Cc1ccc(S(=O)(=O)NCCC(=O)NC2CCC(C)CC2)cc1 (configuration not stated)	.	-3	-6	.	-21	-1	.	-1
O=C(CSc1nc2c(sc3ccccc32)c(=O)n1CCCN1CCCC1)NCc1ccco1	0	3	20	-1	-11	-1	0.5	-2
C[C@@H]1CN([C@@H](C)CO)C(=O)c2cc(NC(=O)Nc3ccc(F)cc3)ccc2O[C@H]1CN(C)Cc1ccc(C(=O)O)cc1	-4	-2	4	-1[16.7 µM]	15	-1	-2.8	-2
C[C@H](O)C#Cc1cnc2c(c1)C(=O)N([C@H](C)CO)C[C@H](C)[C@H](CN(C)C(=O)Nc1ccc(F)cc1)O2	4	-2	6	-2[16.7 µM]	0	0	0.1	-1
CC(C)P(=O)(Cc1cccc(C#N)c1)C(C)C	15	8	6	-2	.	1	.	.
C[C@H]1CCCCO[C@H](CN(C)C(=O)Nc2ccccc2)[C@@H](C)CN([C@@H](C)CO)C(=O)c2cc(NC(=O)C3CCCCC3)ccc2O1	-1	6	-7	-6[16.7 µM]	-12	-1	-0.1	0
NC(=O)COc1ccc(C23CC4CC(CC(C4)C2)C3)cc1	-20	-3	-6	3	-17	-2	-1.3	4
Cc1ccc(C(=O)OCC(=O)NCc2ccc3c(c2)OCO3)o1	-8	-2	3	31	-45	0	2.3	-7
COc1cccc(C=O)c1OCCCOc1cccc2cccnc12	.	-5	-22	1	-5	-1	.	-3
CSc1ccc(OC2(C)CCN(Cc3ccccc3)C2)cc1 (configuration not stated)	.	0	-3	.	-1	-19	-0.2	8
Cc1cnc(NC(=O)Nc2ccccc2)c(C)n1	-1	4	-35	1	-5	6	1.9	-2
O=C(COC(=O)C1CC1)Nc1nc(-c2ccc(F)c(F)c2)cs1	-4	6	14	-7	-6	0	0.1	-2
CCN(CC)C(=O)CC(c1cc(OC)c(OC)c(OC)c1)c1c(O)cc(OC)cc1OC (configuration not stated)	6	-1	0	-3	10	-4	-0.5	.
COc1cc(C(=O)N/N=C/c2coc3ccccc3c2=O)cc(OC)c1OC	.	3	0	-1	-17	1	0.0	-3
COCC(COCCCNC(=O)Nc1ccc(Br)cc1)OC (configuration not stated)	-1	8	-6	4	.	3	.	.
Cc1cccc(C(=O)NNC(=O)c2ccc(-c3ccccc3)cc2)c1	-15	0	-8	35	.	6	.	.
O=C(Cc1ccc(NC(=O)C2CCCN(C(=O)C3CCCC3)C2)cc1)Nc1ccc(C(=O)N2CCOCC2)cc1 (configuration not stated)	-2	10	13	-4	-8	-1	0.0	1
Cc1cc(C)c(C)c(S(=O)(=O)NCc2ccc(C(=O)N3CCOCC3)cc2)c1C	-6	-1	1	1	-13	1	-1.2	-2
CCOc1ccc2nc(N(CCN(CC)CC)C(=O)c3ccc([N+](=O)[O-])cc3)sc2c1	-4	3	-12	-2	-9	0	0.1	.
c1ccc2c(c1)nc(NC1CCCCC1)c1nncn12	8	0	0	-3	-15	0	0.3	1
C[C@@H]1CN([C@@H](C)CO)C(=O)c2cc(NC(=O)Cc3ccccc3)ccc2O[C@@H](C)CCCCO[C@H]1CN(C)CC1CCCCC1	2	-2	4	-1[16.7 µM]	0	0	-0.2	2
Cc1ccc(C(=O)Nc2ccc(S(=O)(=O)N3CCOCC3)cc2)cc1C	1	8	7	-2	-11	-8	.	0
O=C(CNc1ccc2c(c1)OCO2)N/N=C\c1ccccc1Cl	7	5	9	-6	-139	21	-0.1	7
Cc1ccc(N=Nc2c(N)n[nH]c2N)cc1	9	3	-4	.	-3	-1	0.3	0
O=C(Nn1c(-c2ccc(F)cc2)nc2ccccc2c1=O)C1CCCCC1	8	1	6	-4	-3	-2	.	-1
O=C(C[C@H]1CC[C@@H](NC(=O)c2cccnc2)[C@@H](CO)O1)NCc1ccncn1	0	0	6	.	-8	-3	0.8	6
COc1ccc(NC(=O)N[C@@H]2CC[C@H](CCNC(=O)CN3CCOCC3)O[C@@H]2CO)cc1	-3	-4	3	.	-1	6	-0.1	0
COc1cc(-c2nnc3sc(-c4ccco4)nn23)cc(OC)c1OC	-12	2	3	-1	1	1	.	2
C[C@H](CO)N1C[C@H](C)[C@H](CN(C)Cc2ccc(Cl)c(Cl)c2)Oc2ccc(NC(=O)C3CCCCC3)cc2C1=O	2	6	-2	0[16.7 µM]	-33	2	-0.2	1
CN(C)S(=O)(=O)N(CC(=O)NCc1ccccc1)c1ccccc1	5	1	-5	1	-19	2	.	-3
CCCN1[C@@H]2c3ccc(-c4ccc(F)cc4)c(=O)n3C[C@H]1[C@H](CO)[C@H]2C(=O)NCCOC	.	3	14	.	19	-2	-0.1	0
Cc1cc(C)n(CCNC(=O)[C@H]2O[C@@H](n3ccc(=O)[nH]c3=O)[C@H](O)[C@@H]2O)n1	4	8	-3	1	-18	0	0.3	-3
C=CCC1CCCCC12NC(=O)NC2=O (configuration not stated)	2	2	-18	0	.	3	.	.
O=C(NCc1ccccn1)c1cccc(NS(=O)(=O)c2cccc(F)c2)c1	.	2	4	?	-11	5	-0.4	4
Cc1cccc(C2=N/C(=C\c3cccnc3)C(=O)O2)c1	-2	-8	-12	19	.	-1	.	.
C[C@@H]1CN([C@H](C)CO)C(=O)c2cccc(NC(=O)Nc3ccc4c(c3)OCO4)c2O[C@H]1CN(C)Cc1ccc(Cl)c(Cl)c1	-20	1	9	32[16.7 µM]	25	-3	-2.0	0
CCOc1ccc(S(=O)(=O)NCCC(=O)N2CC(C)CC(C)C2)cc1 (configuration not stated)	.	0	-8	.	-8	0	.	-3
CCOC(=O)c1ccc(COc2nc3ccccc3nc2-c2ccccc2NC(C)=O)o1	3	4	-6	-3	.	2	.	.
COCCNC(=O)C(c1ccccc1C)N(CCOC)C(=O)Cn1nnc2ccccc21 (configuration not stated)	-21	3	6	-3	.	1	.	.
CCOC(=O)C1CCCN(C(=O)Cc2ccc(OC)c(OC)c2)CC1 (configuration not stated)	3	0	5	0	-52	1	0.0	0
O=C(Nc1cc(F)ccc1F)N1CCCCN2[C@H](CO)[C@H](c3ccc(-c4cccnc4)cc3)[C@@H]2C1	5	1	-7	3[16.7 µM]	-6	-1	0.0	.

Entries above that have fluorine (8):
SMILES	PGC1a acetyl inh	PglD inh	RAD54 branch	miR122 inh	RAD52 inh	Cneo AK release	E-sel inducer	ERAP1 HTS inh
C[C@H](CO)N1C[C@H](C)[C@@H](CN(C)C(=O)C2CCCCC2)OCCCC[C@H](C)Oc2ccc(NC(=O)Nc3ccc(C(F)(F)F)cc3)cc2C1=O	24	-5	-8	-16[16.7 µM]	-9	1	0.2	2
C[C@@H]1CN([C@@H](C)CO)C(=O)c2cc(NC(=O)Nc3ccc(F)cc3)ccc2O[C@H]1CN(C)Cc1ccc(C(=O)O)cc1	-4	-2	4	-1[16.7 µM]	15	-1	-2.8	-2
C[C@H](O)C#Cc1cnc2c(c1)C(=O)N([C@H](C)CO)C[C@H](C)[C@H](CN(C)C(=O)Nc1ccc(F)cc1)O2	4	-2	6	-2[16.7 µM]	0	0	0.1	-1
O=C(COC(=O)C1CC1)Nc1nc(-c2ccc(F)c(F)c2)cs1	-4	6	14	-7	-6	0	0.1	-2
O=C(Nn1c(-c2ccc(F)cc2)nc2ccccc2c1=O)C1CCCCC1	8	1	6	-4	-3	-2	.	-1
CCCN1[C@@H]2c3ccc(-c4ccc(F)cc4)c(=O)n3C[C@H]1[C@H](CO)[C@H]2C(=O)NCCOC	.	3	14	.	19	-2	-0.1	0
O=C(NCc1ccccn1)c1cccc(NS(=O)(=O)c2cccc(F)c2)c1	.	2	4	?	-11	5	-0.4	4
O=C(Nc1cc(F)ccc1F)N1CCCCN2[C@H](CO)[C@H](c3ccc(-c4cccnc4)cc3)[C@@H]2C1	5	1	-7	3[16.7 µM]	-6	-1	0.0	.
